Source: PubChem BioAssay (several laboratories)
GPR55 beta-arrestin: selective activators of receptor GPR55 – imaging, U2OS cells, beta-arrestin-GFP redistribution, primary screen (AID 1961). 0.048% of 290,000 active. activation, % at 10 µM; hits with a dose series show EC50 in µM. U2OS GPR55 beta-arrestin-GFP redistribution imaging; higher % means a stronger effect;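 active means activation above 40% with more than 50 cells counted in the well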;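 further: U2OS osteosarcoma cells stably expressing GPR55 and beta-arrestin-GFP; plate controls were DMSO negative control for no effect and LPI positive control for full effect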
AID2073: inhibitors of Mint1-CaV2.2 protein interaction, biochemical, HTRF (AID 2073) | HTRF protein-protein interaction, Mint1-CaV2.2; higher % means a stronger effect | one-dose inhibition, % at 20 µM; IC50 in µM for titrated hits | 0.19% of 290,000 active; in the data active means inhibition mostly above about 51%, no sharp cut-off; further: some results filed as inactive read as strong as hits
KOR beta-arrestin-1: KOR antagonists, beta-arrestin recruitment, cell-based, luminescence, uHTS (AID 1778). KOR beta-arrestin recruitment, luminescence, antagonist mode; higher % means a stronger effect. inhibition, % at 10 µM, or IC50 in µM where a hit was titrated. 0.091% of 290,000 active; further: strong numbers were not always called active
NOD1 NF-kB reporter: inhibition of NOD1-driven NF-kB reporter – cell-based, luminescence, uHTS, primary screen (AID 1578); NOD1-driven NF-kB luciferase reporter cells, luminescence; higher % means a stronger effect; inhibition, % at 4 µM, or EC50 in µM where a hit was titrated; 1% of 290,000 active; in the data active means inhibition mostly above about 36%, no sharp cut-off; inactive means mostly below about 34%;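 further: HEK-293T reporter cells stimulated with the NOD1 agonist gamma-tri-DAP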
P. falciparum M1AAP: P. falciparum M1AAP inhibitors, biochemical, fluorogenic H-Leu-NHMec substrate, 1536-well (AID 1445); recombinant M1AAP, H-Leu-NHMec fluorogenic kinetic assay; higher % means a stronger effect; 0.42% of 220,000 active; inhibition, % at 30 µM, or IC50 in µM where a hit was titrated;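 active means primary inhibition above the hit cutoff, then over 50% inhibition at one or more dose response concentrations, cut at about 23% in these data, passing the limit was not always enough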;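 further: plate controls were DMSO full reaction for no effect and no enzyme background for full effect; strong numbers were not always called active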
Dynein cargo inh: dynein cargo transport inhibition; 3617.4 mouse cells, GR-EGFP nuclear translocation imaging; test concentration mostly 20 µM; stimulated with dexamethasone, 1 µM; hits give low values; 0.47% of 220,000 active; AID 1381; z-score, hits read low;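 active means plate z-score of nuclear minus cytoplasmic receptor signal below a set negative limit, without overly bright fluorescence or cell loss, cut at about -3.5 in these data, passing the limit was not always enough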;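 further: z-score of nuclear minus cytoplasmic ring GR-EGFP intensity difference per well; some compounds called inactive have numbers as strong as hits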
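Medium: Induction medium lacking tetracycline, stripped serum | Probe or stimulus: 1.0 µM final dexamethasone stimulus | Schedule: 48 h induction, then 1 h compound, then 30 min agonist, 37 °C | Signal: Automated 10x imaging of fixed Hoechst-stained cells | Evaluation: Per-cell GR-EGFP intensity, nucleus versus surrounding cytoplasmic ring, well-averaged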
P. falciparum M17LAP: P. falciparum M17LAP inhibitors, primary screen, biochemical, fluorogenic H-Leu-NHMec substrate, 1536-well (AID 1619); recombinant M17LAP, H-Leu-NHMec fluorogenic kinetic assay; higher % means a stronger effect; one-dose inhibition, % at 30 µM; IC50 in µM for titrated hits; 0.38% of 220,000 active;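 active means compound inhibiting the enzyme by more than half at any dose during confirmatory dose-response retesting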;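 further: plate controls were full reaction with DMSO carrier for no effect and no enzyme background for full effect; strong numbers were not always called active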
HEK293 NOD2/NF-kB: NOD2 signaling inhibitors, cell-based, luminescence, uHTS, HEK293 (AID 1566) | HEK293 NOD2/NF-kB luciferase reporter, luminescence; higher % means a stronger effect | one-dose inhibition, % at 4 µM; EC50 in µM for titrated hits | 0.63% of 290,000 active; further: many of its hits are not listed in these tables
KOR beta-arrestin-2: KOR agonists, beta-arrestin recruitment, primary screen, cell-based, luminescence, uHTS (AID 1777); 0.02% of 280,000 active; KOR beta-arrestin recruitment, luminescence; higher % means a stronger effect; activation, % at 10 µM; hits with a dose series show EC50 in µM; in the data active means activation above about 50%, passing the limit was not always enough; further: a part of the inactive calls stands beside numbers as strong as those of hits
Dynein cargo inh cytoplasmic EGFP: recorded beside Dynein cargo inh, whose call it bears; z-score; measured here: cytoplasmic GR-EGFP intensity; hits give high values
Dynein cargo inh nuclear GR-EGFP: further read-out of Dynein cargo inh, marked with its call; z-score; measured here: nuclear GR-EGFP intensity;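 lower value marks the stronger effect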
Dynein cargo inh cell count: further read-out of Dynein cargo inh, marked with its call; z-score; measured here: cell count per field
* = called active by the depositor; / = no result given; [ ] = remark or other dose. Unless noted, no stated cut-off is given here; in the data, active means inhibition above about 50%; inactive means the rest. An excerpt; the hit share may differ from the screen's.

Order of results: GPR55 beta-arrestin	AID2073	KOR beta-arrestin-1	NOD1 NF-kB reporter	P. falciparum M1AAP	Dynein cargo inh	Dynein cargo inh cytoplasmic EGFP	Dynein cargo inh nuclear GR-EGFP	Dynein cargo inh cell count	P. falciparum M17LAP	HEK293 NOD2/NF-kB	KOR beta-arrestin-2
1	Cc1cccc(N(CC(=O)NC2CCCC2)C(=O)c2c(C)noc2C)c1
 : -0.2%	-2%	-1%	14%	-6%	-0.58	-0.25	-1	0.2	7%	20%	3.5%
2	COc1ccc(OC)c(N2Cc3ccccc3C2)c1
 : 0.3%	-10%	10%	-10%	11%	0.021	-0.21	0.0006	0.46	15%	6%	4.4%
3	COc1ccc(Oc2nccc(-c3ccccc3)c2C#N)cc1
 : -0.1%	-1%	11%	5%	9%	0.17	-0.24	0.36	1	-7%	-52%	-0.1%
4	Cc1cccc(CNC(=O)CC2C(=O)NCCN2C2CCCC2)c1 (centres undefined)
 : -0.1%	2%	-8%	-28%	/	/	/	/	/	/	-2%	0.0%
5	C=COCCNC(=O)Nc1ccc(Cl)cc1Cl
 : -0.1%	3%	16%	-21%	-3%	1.2	-0.22	0.35	-1	-14%	-1%	-3.9%
6	CCCc1c(C)nc(N2CCN(c3cccc(OC)c3)CC2)[nH]c1=O
 : -0.4%	-6%	-22%[20 µM]	-17%	/	/	/	/	/	/	3%	-0.1%
7	CCN(C(=O)C1CCCN(c2nc(-c3ccc(OC)cc3)no2)C1)c1ccc(OC)cc1 (centres undefined)
 : -0.3%	4%	34%[20 µM]	-8%	/	/	/	/	/	/	13%	-6.1%
8	Cc1c(C)c2ccc(OC(C)C(=O)NCCc3c[nH]c4ccccc34)cc2oc1=O (centres undefined)
 : -0.1%	11%	-16%[20 µM]	-26%	/	/	/	/	/	/	6%	3.9%
9	Cc1sc2nc(SCC(=O)c3cccs3)n(Cc3ccco3)c(=O)c2c1C
 : -0.1%	7%	6%	-32%	3%	-0.82	-0.14	0.059	1.6	14%	-8%	-2.0%
10	CC(=O)N1CCN(c2nc(C)nc3sc4c(c23)CCC(C)C4)CC1 (centres undefined)
 : 0.6%	-2%	10%	3%	2%	-0.1	-0.24	-0.9	0.34	-10%	23%	-0.4%
11	Cc1cc(S(=O)(=O)N2CCOCC2)ccc1OCC(=O)NCCN1CCOCC1
 : /	5%	3%	-22%	/	/	/	/	/	/	5%	-2.2%
12	C/C(=N\N=C1\NC(=O)C(CC(=O)NCc2ccccc2)S1)C(C)C (centres undefined)
 : 0.6%	6%	13%	-22%	-2%	0.48	-0.29	0.15	-0.55	1%	6%	-4.5%
13	Cc1cccc(NC(=O)Nc2nnc(-c3ccccc3)o2)c1
 : 1.7%	7%	-15%	-33%	0%	0.6	-0.4	-0.31	0.63	0%	11%	-0.6%
14	COc1cccc2cc(C(=O)NC3CC4CCC3C4)oc12 (centres undefined)
 : 0.0%	8%	-20%[20 µM]	-20%	/	/	/	/	/	/	5%	-2.6%
15	Cc1nnsc1NC(=O)OCc1ccc(C(C)(C)C)cc1
 : 0.3%	-3%	9%	59%	-3%	-0.22	-0.19	-0.14	0.46	4%	27%	6.4%
16	Cc1cccc(N2CCN(S(=O)(=O)c3ccc4c(c3)C(C)(C)C(=O)N4C)CC2)c1C
 : 0.0%	14%	-38%[20 µM]	-20%	/	/	/	/	/	/	-8%	-2.7%
17	O=C(Nc1ccc(NC(=O)c2sc3ccccc3c2Cl)cc1)c1ccco1
 : -0.3%	60%*	14%	-41%	-2%	0.62	-0.27	0.24	0.52	-3%	-12%	4.1%
18	O=C(Cn1cc2c(n1)CCCCC2)NCc1ccccn1
 : 0.3%	0%	-12%	-13%	0%	-0.17	-0.21	-0.019	-0.15	3%	12%	-0.3%
19	O=C(Nc1nc(-c2ccc(F)c(F)c2)cs1)c1cnccn1
 : 0.0%	25%	18%	-4%	-3%	-1.1	-0.78	-0.86	0.72	-9%	9%	-1.5%
20	COc1ccc(N(C(=O)c2ccco2)S(=O)(=O)c2cc(OC)ccc2OC)cc1
 : -0.1%	11%	22%	-12%	-3%	-0.14	-0.25	-0.034	0.65	-6%	5%	11%
21	COc1ccc(NC(=O)C2Cc3ccccc3O/C2=N\O)cc1 (centres undefined)
 : 0.4%	8%	15%	-4%	/	/	/	/	/	/	8%	-3.2%
22	COc1cccc(C(=O)Nc2cccnc2)c1OC
 : 0.2%	8%	-31%[20 µM]	-22%	8%	0.21	-0.31	0.8	0.01	5%	10%	-4.3%
23	Nc1nnc(Cc2ccc(Cl)c(Cl)c2)s1
 : 0.0%	12%	42%	-14%	-2%	-0.082	-0.27	-0.23	0.3	-4%	9%	-5.1%
24	CN(C(=O)c1ccccc1-c1ccccc1C(=O)O)c1ccccc1
 : 0.4%	13%	-23%[20 µM]	-5%	/	/	/	/	/	/	13%	-4.0%
25	O=C(CSc1ncnc2c1oc1ccccc12)NC1CCCCC1
 : -0.1%	15%	-13%	24%	0%	-0.35	-0.24	-0.015	0.1	0%	13%	-1.6%
26	O=C(Cc1cccs1)N/N=C/C=C\c1ccco1
 : -0.2%	36%	20%	-41%	9%	0.11	-0.3	-0.15	-0.53	16%	-27%	9.1%
27	COc1ccc(S(=O)(=O)NCc2ccco2)cc1C(=O)N1CCCCC1
 : -0.1%	11%	3%	-19%	/	/	/	/	/	/	-8%	-0.7%
28	COc1ccc(-n2c(C)nc3c(cnn3-c3ccc(C)cc3)c2=O)cc1
 : -0.5%	0%	-29%	-27%	-4%	2.8	0.64	2.2	-2.3	10%	10%	0.2%
29	C=CCOC(=O)C1=C(C)NC(SCC(=O)NC(=O)OCC)=C(C#N)C1c1cccnc1 (centres undefined)
 : -0.3%	-22%	-8%	-27%	6%	0.6	-0.17	0.55	-0.84	21%	0%	8.1%
30	COc1cc(NC(=O)C2CCC(=O)N2S(=O)(=O)c2ccc(C)cc2)cc(OC)c1 (centres undefined)
 : 0.2%	8%	-2%	-23%	/	/	/	/	/	/	9%	-2.1%

Some entries already given, limited to GPR55 beta-arrestin, KOR beta-arrestin-1 and HEK293 NOD2/NF-kB:
#	smiles	GPR55 beta-arrestin	KOR beta-arrestin-1	HEK293 NOD2/NF-kB
10	CC(=O)N1CCN(c2nc(C)nc3sc4c(c23)CCC(C)C4)CC1 (centres undefined)	0.6%	10%	23%
11	Cc1cc(S(=O)(=O)N2CCOCC2)ccc1OCC(=O)NCCN1CCOCC1	/	3%	5%

Additional records:
Order of results: GPR55 beta-arrestin	AID2073	KOR beta-arrestin-1	NOD1 NF-kB reporter	P. falciparum M1AAP	Dynein cargo inh	Dynein cargo inh cytoplasmic EGFP	Dynein cargo inh nuclear GR-EGFP	Dynein cargo inh cell count	P. falciparum M17LAP	HEK293 NOD2/NF-kB	KOR beta-arrestin-2
31	O=c1oc(-c2ccco2)nc2c1cnn2-c1ccccc1
 : -0.3%	-1%	0%	/	9%	-1.1	-0.23	-0.39	0.26	3%	-2%	0.0%
32	Cc1cc(C)n(C(=O)CCNC(=O)c2ccccc2Br)n1
 : -0.1%	0%	14%	-10%	-4%	0.73	0.2	0.23	0.21	-7%	6%	-1.9%
33	C/C(=N\NC(=O)OC(C)(C)C)c1ccc(-n2ccnc2)cc1
 : 1.7%	-1%	-34%	-30%	2%	-0.32	-0.33	0.11	0.49	0%	-3%	2.6%
34	CCc1cccc(C)c1NC(=O)c1ccoc1C
 : -0.3%	19%	16%	-16%	16%	-0.49	-0.19	-0.19	0.62	-5%	4%	-0.6%
35	COCCn1c(=O)c2cc3c(=O)n(CCOC)c(=O)c3cc2c1=O
 : 0.2%	-1%	-30%	-5%	6%	0.08	-0.15	-0.066	-0.94	-4%	9%	-6.7%
36	Cn1cc(CN2CCN(Cc3ccccc3)C(CCO)C2)c(-c2ccccc2)n1 (centres undefined)
 : 0.6%	28%	-8%	-21%	6%	-0.18	-0.28	0.21	0.45	13%	8%	-6.4%
37	CCCCOC(=O)c1sc2nc(N3CCOCC3)c3c(c2c1N)CC(C)(C)OC3
 : -0.3%	-8%	16%	3%	-2%	0.6	-0.23	0.19	-0.21	3%	-12%	-0.4%
38	COc1ccc(C(=O)NCc2nnc(SCC(=O)N3CCCCC3)o2)cc1OC
 : -0.1%	-9%	-10%	8%	0%	-1.2	-0.1	-0.29	0.64	1%	11%	-1.5%
39	O=C(Nc1cc(C(F)(F)F)ccc1N1CCOCC1)c1cn2ccccc2n1
 : 0.0%	5%	-6%	22%	9%	-1	-0.25	-0.28	0.45	1%	23%	-2.7%
40	O=C(c1ccccc1)N1CCCCC(Sc2nnc3ccccn23)C1=O (centres undefined)
 : -0.2%	1%	-4%	0%	4%	-1	-0.15	0.032	0.45	8%	25%	-0.2%
41	COc1ccc(N2CCN(c3ncnc4scc(-c5ccccc5)c34)CC2)cc1
 : -0.1%	-8%	-21%	9%	/	/	/	/	/	/	20%	2.2%
42	O=[n+]1c2c(n([O-])c3cc(Br)ccc31)CCCC2
 : 0.6%	14%	-28%	-7%	1%	1.9	-0.18	1.4	-2	2%	0%	-2.9%
43	COc1ccccc1C(=O)NNC(=O)c1ccc(F)cc1
 : 0.3%	1%	2%	-30%	1%	1.5	-0.23	1.4	-1.7	8%	-18%	-1.9%
44	C=CCn1c(SCC(=O)Nc2sc3c(c2C#N)CCC3)nnc1C1COc2ccccc2O1 (centres undefined)
 : -0.1%	-9%	-1%	-21%	22%	-0.3	-0.2	0.51	0.24	7%	-8%	5.8%
45	O=C(CSc1nnc(CNC(=O)c2cccs2)o1)Nc1ccc(Br)cc1
 : 0.3%	4%	-17%	-32%	/	/	/	/	/	/	2%	4.4%
46	COC(=O)CSc1nc2ccccc2c(=O)n1C
 : -0.1%	-5%	-5%	-11%	-2%	-1.4	-0.3	-0.57	0.56	-4%	8%	-2.0%
